E-sel TNF inh = TNF alpha driven E-selectin expression inhibition; HUVEC TNFa-induced E-selectin immunofluorescence, high content; inhibition, % at 2 µM; 120,000 compounds, 0.71% hits; AID 1246;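 active = inhibition above the batch mean plus 3 SD, and confirmed as a hit on visual image review, cut at about 43% in these data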;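 note: 0% = TNF-stimulated DMSO wells and 100% = unstimulated control wells; not every result past the cut was called active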
GALR2 blocker = antagonists of human galanin receptor 2 (GALR2) | GALR2-expressing cells, antagonist mode | inhibition, % at 4 µM | 140,000 compounds, 0.39% hits | AID 828; in the data active = inhibition above about 27%;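 note: cells stimulated with galanin 1-16 at roughly its EC80; 0% = agonist challenge control and 100% = basal control without agonist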
Target sequence (O43603 whole entry, looked up): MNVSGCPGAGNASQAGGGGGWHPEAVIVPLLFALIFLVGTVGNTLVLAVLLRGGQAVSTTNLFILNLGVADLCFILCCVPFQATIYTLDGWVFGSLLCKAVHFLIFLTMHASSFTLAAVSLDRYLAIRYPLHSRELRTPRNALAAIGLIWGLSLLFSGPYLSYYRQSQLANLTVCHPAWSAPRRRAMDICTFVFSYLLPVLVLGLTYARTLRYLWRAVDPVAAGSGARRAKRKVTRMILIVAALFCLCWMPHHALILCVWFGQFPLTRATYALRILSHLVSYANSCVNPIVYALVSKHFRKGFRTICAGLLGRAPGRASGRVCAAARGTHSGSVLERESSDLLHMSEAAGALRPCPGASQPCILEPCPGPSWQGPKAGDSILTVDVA
NPY Y2 blocker = NPY-Y2 (human) receptor antagonism | P49146 | NPY-Y2 expressing cells, antagonist mode | 140,000 compounds, 0.99% hits | inhibition, % at 2.7 µM | AID 793; in the data active = inhibition above about 17%;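 note: 0% = vehicle with agonist challenge and 100% = reference antagonist with challenge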
Target sequence (P49146 whole entry, looked up): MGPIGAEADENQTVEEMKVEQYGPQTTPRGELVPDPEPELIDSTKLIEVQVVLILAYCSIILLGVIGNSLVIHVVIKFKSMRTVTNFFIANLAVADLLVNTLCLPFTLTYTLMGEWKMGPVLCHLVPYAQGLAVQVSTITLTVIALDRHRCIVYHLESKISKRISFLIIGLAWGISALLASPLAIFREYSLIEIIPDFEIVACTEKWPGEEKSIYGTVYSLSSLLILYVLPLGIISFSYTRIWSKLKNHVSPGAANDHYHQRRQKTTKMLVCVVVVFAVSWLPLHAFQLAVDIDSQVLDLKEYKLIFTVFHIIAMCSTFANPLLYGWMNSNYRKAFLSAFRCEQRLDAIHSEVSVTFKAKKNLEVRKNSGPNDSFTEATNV
BB579 growth dn = yeast BB579 growth reduction in restrictive medium; S. cerevisiae BB579 growth, OD615, 48 h; AID 804; 140,000 compounds, 0.51% hits; inhibition, % at 10 µM;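 active = inhibition above a set limit, 3 SD over the mean compound inhibition, cut at about 44% in these data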; note: inactives centre near -24
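Assay system – yeast BB579 (DeaD) · Dosing – single compound dose of 10 µM, 0.25% DMSO final · Detection – OD615 turbidity measurement · Buffer or medium – CSMM-D restrictive synthetic medium containing dextrose (glucose) · Benchmarks – positive control amphotericin B 10 µg/mL · Incubation – 48 h exposure, 30 °C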
HCT116 bCat-KO = beta-catenin-lacking colon tumor cell growth suppression | HCT116 beta-catenin knockout viability, CellTiter-Glo, 60 h; stronger effect = lower value | viability, % at 10 µM | 140,000 compounds, 1.5% hits | AID 818;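 active = viability at or under a set limit, the compound median less 4 SD, cut at about 6% in these data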;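 note: 0% = Hyamine 1622 control at 20 µM and 100% = untreated cell control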
Yeast life ext = extends the lifespan of yeast; S. cerevisiae growth with nicotinamide, OD615; deaD strain in restrictive glucose medium; inhibition of the nicotinamide effect, % at 10 µM; 130,000 compounds, 0.68% hits;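 active = inhibition above a set limit, placed 3 SD over the median of all compounds, cut at about 26% in these data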;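 note: 0% = nicotinamide-treated wells and 100% = cells grown without nicotinamide; some compounds called inactive have numbers as strong as hits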
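System: Modified budding yeast, DeaD strain | Buffer or medium: Restrictive glucose medium | Also added: 1.5 mM nicotinamide | Doses: 10 µM single point, 0.25% DMSO | Schedule: 48 h compound exposure at 30 °C, humidified | Detection: Absorbance at 615 nm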
Measles CPE = protection of cells from measles virus. Measles virus-infected cells, CPE protection, absorbance. protection (pct of control), % at 4 µM. 140,000 compounds, 1.5% hits. AID 841; in the data active = protection mostly above about 24%, no sharp cut-off; inactive = mostly below about 26%; note: some compounds called inactive have numbers as strong as hits
Phagocyt inh = macrophage phagocytosis inhibition | J774A.1 macrophage IgG-bead phagocytosis, imaging | inhibition, % at 5 µM | 110,000 compounds, 0.07% hits;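 active = inhibition above the mean of the plate negative controls plus 5 SD, cut at about 13% in these data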;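 note: phagocytic index as fraction of beads internalized from green versus red external bead signal; plate controls were DMSO negative control for no effect and cytochalasin-D positive control for full effect; some results beyond the cut were filed as inactive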
MRP-1 activ = MRP-1 activation. H69AR cells + doxorubicin, viability rescue, CellTiter-Glo. 140,000 compounds, 0.61% hits. viability increase, % at 10 µM;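 active = viability gain under doxorubicin at or above a set limit, the compound median plus 3 SD, cut at about 4.7% in these data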;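 note: MRP-1 overexpressing cells given doxorubicin 25 µM after compound pretreatment; 18-22 h compound pretreatment then 72 h with doxorubicin before readout; 0% = doxorubicin-only wells and 100% = vehicle-treated cells without doxorubicin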
HCT116 PTEN-null = PTEN-deleted cell growth suppression | HCT116 PTEN-null viability, CellTiter-Glo, 60 h; stronger effect = lower value | viability, % at 10 µM | AID 827 | 140,000 compounds, 1.2% hits;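 active = viability at or below a set limit, 4 SD under the median of all tested compounds, cut at about 3.7% in these data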;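 note: PTEN knockout HCT116 line with beta catenin targeted HCT116 as companion control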
* marks the source's active call; other numbers are inactive results; · = not tested or not shown.

SMILES | E-sel TNF inh | GALR2 blocker | NPY Y2 blocker | BB579 growth dn | HCT116 bCat-KO | Yeast life ext | Measles CPE | Phagocyt inh | MRP-1 activ | HCT116 PTEN-null
CCn1cc(C(=O)OCC(=O)Nc2cc(S(=O)(=O)N(C)C)ccc2C)c(=O)c2ccc(C)nc21 | -7 | -10 | 4 | -88 | 87 | 14 | 16 | -2 | -1.4 | 89
CCOc1c(CNCCNC(=O)c2nonc2N)cccc1OC | -7 | 6 | 3 | -35 | 89 | -12 | 3 | -1 | -1.6 | 88
Cc1ccc(S(=O)(=O)CCC(=O)c2ccc(O)cc2O)cc1 | -5 | -4 | 0 | 6 | 45 | 14 | 8 | -1 | -2.0 | 30
COc1ccc(S(=O)(=O)Cc2ccc(C(=O)N3CCC(C(N)=O)CC3)o2)cc1 | -5 | -2 | 1 | 5 | 113 | -5 | 22 | 0 | 0.2 | 95
COC(=O)c1cc(OC)c(OC)cc1NC(=O)c1ccco1 | -27 | -2 | 2 | 12 | 82 | -15 | 9 | 1 | -0.6 | 86
CCOC(=O)c1c(NC(=O)CSc2nc3ccccc3c(=O)n2-c2ccc(F)cc2)sc(C(C)=O)c1C | 3 | 1 | 3 | -10 | 71 | 5 | 33* | -1 | -3.8 | 81
CO/N=C/NC(=O)NOCc1ccc(Cl)cc1Cl | 32 | -11 | 4 | -40 | 101 | -24 | 4 | · | -1.6 | 87
CCn1c(=O)n(CC(=O)NCc2ccco2)c(=O)c2ccccc21 | -9 | 4 | 2 | -48 | 98 | -10 | 4 | -1 | -1.1 | 101
Cc1ccc(N2CCN(S(=O)(=O)N3CCCCCC3)CC2)cc1Cl | -52 | -3 | 2 | -28 | 88 | -2 | 5 | -1 | 0.2 | 85
Cc1ccc(CNC(=O)Cn2c(=O)oc3ccccc32)o1 | · | -12 | -2 | -40 | 100 | -7 | 5 | -4 | -1.2 | 98
COc1cc(OC)c(C2C(C(=O)Nc3ccc(C)cc3C)=C(C)Nc3ncnn32)cc1OC (stereo not given) | 4 | -7 | 1 | -46 | 96 | -18 | 4 | · | -2.3 | 93
O=c1c2ccccc2cnn1-c1ccc(Cl)cc1 | -9 | 16 | 1 | -28 | 83 | -9 | 20 | -2 | -3.5 | 84
Cc1cccc(C(=O)/C=C2/c3ccccc3CC(C)(C)N2C)c1 | · | 3 | 1 | -58 | 67 | 15 | 4 | -1 | -0.9 | 72
COc1ccc(C2CC(=O)c3cnc(NC(=O)c4ccccc4)nc3C2)c(OC)c1 (stereo not given) | 1 | 0 | 5 | -49 | 34 | 0 | 3 | 2 | -0.9 | 34
COc1ccc2nc(N3C(=O)CC(Cc4ccc(Cl)cc4)C3=O)sc2c1 (stereo not given) | -35 | 4 | 5 | -43 | 106 | -24 | 9 | · | -0.8 | 95
Cc1occc1C(=O)Nc1sc2c(c1C(N)=O)CCCCC2 | 16 | 20 | -2 | -29 | 64 | -7 | 6 | 1 | -0.2 | 71
CCOC(=O)c1c(C)n(C)c2cc(-c3ccc(C)cc3)c(O)cc12 | · | -9 | 1 | -25 | 100 | -2 | 11 | -6 | 2.2 | 97
COc1ccccc1CNC(=O)C(NS(=O)(=O)c1ccc2c(c1)oc(=O)n2C)C(C)C (stereo not given) | 11 | 3 | -1 | -32 | 95 | -6 | 9 | -1 | 0.8 | 103
CCCS(=O)(=O)N1CCC(C(=O)NCCCN2CCCC2=O)CC1 | · | 6 | -4 | -2 | 94 | -11 | 4 | 1 | -0.1 | 99
CCOC(=O)c1nnn(CC(=O)N2N=C(c3cccc4ccccc34)CC2c2ccccc2)c1C(=O)OCC (stereo not given) | 8 | -3 | 2 | -30 | 88 | · | 6 | · | 2.6 | 88

Reprinted from the part before: three compounds, followed by the next part.
SMILES | E-sel TNF inh | GALR2 blocker | NPY Y2 blocker | BB579 growth dn | HCT116 bCat-KO | Yeast life ext | Measles CPE | Phagocyt inh | MRP-1 activ | HCT116 PTEN-null
COc1ccccc1CNC(=O)C(NS(=O)(=O)c1ccc2c(c1)oc(=O)n2C)C(C)C (stereo not given) | 11 | 3 | -1 | -32 | 95 | -6 | 9 | -1 | 0.8 | 103
CCCS(=O)(=O)N1CCC(C(=O)NCCCN2CCCC2=O)CC1 | · | 6 | -4 | -2 | 94 | -11 | 4 | 1 | -0.1 | 99
CCOC(=O)c1nnn(CC(=O)N2N=C(c3cccc4ccccc34)CC2c2ccccc2)c1C(=O)OCC (stereo not given) | 8 | -3 | 2 | -30 | 88 | · | 6 | · | 2.6 | 88
CSc1nc2cc3c(cc2n1C(=O)c1ccc(C)cc1)OCCO3 | -15 | -12 | 6 | -2 | 86 | -1 | 8 | 3 | -3.5 | 88
COc1ccc(C(=O)NCC(=O)NCC(=O)OCC(=O)C(C)(C)C)cc1 | 3 | -4 | 0 | -53 | 95 | 4 | 8 | -1 | -0.6 | 99
CCOC(=O)c1cc(-c2ccccc2)sc1NC(=O)CCN1C(=O)c2ccccc2C1=O | · | 0 | 2 | -26 | 90 | 0 | 6 | -10 | 3.0 | 92
Cc1cccc(NC(=O)Cn2c(=O)n3nc(CCn4nc(C)cc4C)nc3c3ccccc32)c1 | · | -3 | 2 | -40 | 80 | -20 | 3 | · | -4.4 | 81
O=C1CCc2cc(S(=O)(=O)NC(Cc3ccccc3)C(=O)NC3CCCCC3)ccc2N1 (stereo not given) | 2 | 10 | 0 | -42 | 95 | -10 | 20 | 0 | -1.5 | 104
Cc1[nH]nc2c1C(c1ccccc1)C1=C(CC(C)(C)CC1=O)N2 (stereo not given) | -50 | -14 | 4 | -22 | 67 | -23 | 19 | 0 | -4.3 | 74
O=S(=O)(NCc1ccco1)c1ccc2c(c1)Cc1ccccc1-2 | -10 | 2 | 4 | -86 | 77 | -9 | 3 | 0 | -1.2 | 82
O=C(c1ccc(F)cc1)N1CCN(C(=O)c2cccnc2)CC1 | 20 | 5 | 1 | -109 | 106 | 0 | 7 | -2 | 0.6 | 103
Cc1ccnc(NS(=O)(=O)c2cnc(Cl)c(Br)c2)c1 | · | 8 | 12 | -17 | 94 | -6 | 5 | -3 | -1.8 | 87
COc1cc(S(=O)(=O)N2CCN(C)CC2)c(OC)cc1Cl | -8 | -15 | 1 | -14 | 92 | -4 | 2 | 1 | -1.5 | 94
CC(Oc1ccc(Cl)cc1Cl)C(=O)NCc1ccncc1 (stereo not given) | 11 | 10 | 1 | 11 | 100 | 2 | 5 | 2 | -1.2 | 96
Cc1nn(-c2ccccc2)c(Cl)c1C(=O)Nc1c(C)n(C)n(-c2ccccc2)c1=O | -17 | 4 | 3 | 3 | 102 | 1 | 7 | · | -2.3 | 111
COc1ccc(NC(=O)CC(C)C)c([N+](=O)[O-])c1 | 6 | 14 | 2 | -18 | 94 | -17 | 5 | · | -0.5 | 97
Cc1ccc(N2C(=O)c3sc4nnc(C)c(=O)n4c3C2=O)cc1 | -12 | -3 | 3 | -40 | 107 | -8 | 2 | 0 | -1.6 | 95
O=C(Nc1ccc(Cl)cc1)c1cccnc1N1CCCCC1 | -9 | 8 | 5 | -62 | 63 | -4 | 3 | -1 | -1.8 | 63
C#CCOC(=O)c1ccccc1C(=O)O | -12 | 2 | 3 | 0 | 77 | · | 30 | · | -1.4 | 98
Cc1ccc2cc(CCNC(=O)c3cccc([N+](=O)[O-])c3)c(=O)[nH]c2c1C | · | 8 | 0 | -44 | 99 | 0 | 4 | -9 | 0.6 | 91
CCc1cc(C=C(Cl)Cl)oc(=O)c1C | -30 | 14 | 3 | -30 | 57 | -16 | 56* | 0 | -5.6 | 60
CC(C)OC(=O)C1C2C=CC3(CN(Cc4cccs4)C(=O)C13)O2 (stereo not given) | -5 | 3 | 0 | -36 | 101 | · | 14 | -2 | 0.9 | 98
CC1(C)CC(=O)C2=C(C1)OC(N)=C(C#N)[C@@]21C(=O)N(CC(N)=O)c2ccccc21 | 52 | 2 | 2 | -9 | 95 | -4 | 4 | 0 | -0.1 | 96

Complete entries, quoted from the list. Order of values: E-sel TNF inh, GALR2 blocker, NPY Y2 blocker, BB579 growth dn, HCT116 bCat-KO, Yeast life ext, Measles CPE, Phagocyt inh, MRP-1 activ, HCT116 PTEN-null
Results for O=C(c1ccc(F)cc1)N1CCN(C(=O)c2cccnc2)CC1 : 20, 5, 1, -109, 106, 0, 7, -2, 0.6, 103
Results for Cc1ccnc(NS(=O)(=O)c2cnc(Cl)c(Br)c2)c1 : ·, 8, 12, -17, 94, -6, 5, -3, -1.8, 87
Results for C#CCOC(=O)c1ccccc1C(=O)O : -12, 2, 3, 0, 77, ·, 30, ·, -1.4, 98

Exported with values under each structure: 2 of the compounds above.
Screens in order – E-sel TNF inh, GALR2 blocker, NPY Y2 blocker, BB579 growth dn, HCT116 bCat-KO, Yeast life ext, Measles CPE, Phagocyt inh, MRP-1 activ, HCT116 PTEN-null
> O=S(=O)(NCc1ccco1)c1ccc2c(c1)Cc1ccccc1-2
 : -10, 2, 4, -86, 77, -9, 3, 0, -1.2, 82
> O=C(c1ccc(F)cc1)N1CCN(C(=O)c2cccnc2)CC1
 : 20, 5, 1, -109, 106, 0, 7, -2, 0.6, 103

Further results follow.
SMILES | E-sel TNF inh | GALR2 blocker | NPY Y2 blocker | BB579 growth dn | HCT116 bCat-KO | Yeast life ext | Measles CPE | Phagocyt inh | MRP-1 activ | HCT116 PTEN-null
O=C(NCC1CCC(C(=O)O)CC1)OCc1ccccc1 (stereo not given) | 7 | -1 | -1 | -19 | 92 | -3 | 20 | · | -1.3 | 94
Cc1ccc(-n2c(=O)[nH]cc(C(=O)Nc3ccc4c(c3)OCCO4)c2=O)cc1 | · | -1 | 7 | -39 | 106 | -7 | 7 | · | 0.5 | 99
OCc1cn(-c2ccccc2)nc1-c1ccco1 | 20 | 5 | 0 | -9 | 85 | -12 | 37 | 0 | 0.7 | 79
O=C(CN1CCN(S(=O)(=O)c2ccc(F)cc2)CC1)Nc1ccccc1F | -38 | 2 | 4 | -21 | 97 | 14 | 8 | 1 | -1.8 | 95
COC(=O)C1=C(C)N(c2ccc(OC)cc2)C(=O)/C1=C\c1cccs1 | · | 0 | 1 | -16 | 87 | -2 | 18 | -6 | -3.1 | 99
Cc1ccc(S(=O)(=O)N(C)C)cc1NC(=O)CSc1ncc(C(F)(F)F)cc1Cl | 11 | 1 | 8 | -29 | 1.3* | -2 | 12 | 6 | -2.3 | 91
O=C(c1ccc2ccccc2c1)N1CCN(c2ccc([N+](=O)[O-])c(N3CCOCC3)c2)CC1 | · | -7 | 3 | -53 | 81 | -11 | 4 | -1 | -1.2 | 86
CCCOc1ccc(/C=N/Nc2ccccc2[N+](=O)[O-])c(OCCC)c1 | · | -7 | 0 | -20 | 79 | 0 | 4 | -11 | 0.0 | 74

Screens: PubChem, several laboratories
